PLCg1 inh: PLC-gamma1 (human) inhibition, primary screen | 0.84% of 370,000 active | inhibition, % at 12.2 µM | AID 720700 | purified PLC-gamma1, fluorogenic substrate, fluorescence; in the data active = inhibition above about 9.5%
ADAM17 inh: inhibits human ADAM17 | P78536 | recombinant ADAM17, EDANS/DABCYL FRET peptide cleavage | inhibition, % at 6.95 µM | 0.83% of 370,000 active | AID 720648;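 active = inhibition above the mean of compounds lying between control limits plus 3 SD, set per campaign, cut at about 8.5% in these data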;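 note: 0% = DMSO-only wells as the low control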
DDE Tn6 FP inh: disrupts Tn6 cyclic peptide binding to fibrin D-Dimer-E complex. P02675. Fibrin DD(E) TRITC-Tn6 fluorescence polarization displacement. inhibition, % at 8.3 µM. 0.21% of 370,000 active. AID 720509;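 active = inhibition above a per-campaign cutoff: mean of compounds within control limits plus 3 SD, cut at about 15% in these data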;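 note: 0% = median of all compound wells on the plate and 100% = blocking peptide control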
Target sequence (P02675 whole entry, looked up): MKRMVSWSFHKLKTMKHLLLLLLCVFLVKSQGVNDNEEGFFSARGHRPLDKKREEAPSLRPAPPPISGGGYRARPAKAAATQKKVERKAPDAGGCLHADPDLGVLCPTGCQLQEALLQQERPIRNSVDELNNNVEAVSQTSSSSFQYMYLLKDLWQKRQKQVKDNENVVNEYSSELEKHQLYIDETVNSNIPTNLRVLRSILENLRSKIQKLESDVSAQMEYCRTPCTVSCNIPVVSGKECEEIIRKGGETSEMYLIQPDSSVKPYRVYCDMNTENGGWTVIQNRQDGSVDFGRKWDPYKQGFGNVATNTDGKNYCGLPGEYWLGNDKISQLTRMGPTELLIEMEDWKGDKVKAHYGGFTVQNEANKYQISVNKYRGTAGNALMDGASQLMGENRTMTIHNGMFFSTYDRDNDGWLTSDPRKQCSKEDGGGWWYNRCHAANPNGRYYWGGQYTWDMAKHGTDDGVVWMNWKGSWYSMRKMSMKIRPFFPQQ
ARFGAP1 inh: inhibits rat ARF GTPase activating protein 1. inhibition, % at 16.5 µM. 0.26% of 360,000 active. Arfgap1-stimulated ARF1 GTP hydrolysis, GDP FP detection. Q62848;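 active = inhibition above a per-plate limit, mean inhibition of low control wells plus 3 SD, cut at about 25% in these data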;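 note: 0% = DMSO wells with enzyme and 100% = wells lacking Arfgap1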
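material = rat Arfgap1 catalytic domain, aa 1-136 | also added = human ARF1(Δ1-17)-GTP substrate | compound dosing = one concentration, 16.5 µM, DMSO 1.26% | times = GTP hydrolysis reaction 2 h at 25 °C | measured by = FP, GDP Alexa 633 tracer displaced from anti-GDP antibody, 620/688 nm | evaluation = percent inhibition of Arfgap1-stimulated GTP hydrolysis | replication = single well per compound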
MBD2 DNA inh: MBD2-methylated oligo binding inhibition; inhibition, % at 4.4 µM; AID 686964; 0.31% of 370,000 active; TR-FRET, MBD2 binding to methylated oligonucleotide; in the data active = inhibition above about 13%
Target sequence (Q9UBB5 whole entry, looked up): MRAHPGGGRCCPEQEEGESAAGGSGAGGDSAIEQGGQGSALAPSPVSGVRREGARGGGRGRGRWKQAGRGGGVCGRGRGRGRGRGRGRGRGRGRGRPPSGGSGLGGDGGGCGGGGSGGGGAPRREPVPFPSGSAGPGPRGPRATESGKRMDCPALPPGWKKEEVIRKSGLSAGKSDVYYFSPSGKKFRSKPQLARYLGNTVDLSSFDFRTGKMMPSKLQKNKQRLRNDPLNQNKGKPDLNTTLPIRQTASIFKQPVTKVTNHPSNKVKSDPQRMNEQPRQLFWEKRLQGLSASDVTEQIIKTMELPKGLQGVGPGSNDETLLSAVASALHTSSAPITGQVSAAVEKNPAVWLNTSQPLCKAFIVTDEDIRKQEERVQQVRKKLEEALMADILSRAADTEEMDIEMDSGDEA
DDE Tn7 FP inh: disrupts Tn7 cyclic peptide binding to fibrin D-Dimer-E complex; P02675; FP displacement of FITC-Tn7 peptide from fibrin DD(E); 0% = median of compound wells per plate; inhibition, % at 8.3 µM; 0.13% of 370,000 active; AID 720508;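 active = inhibition above the mean of compounds falling within the control limits plus 3 SD of them, cut at about 14% in these data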;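 note: 0% = plate median of compound wells and 100% = 10 µM Aha-Tn7 peptide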
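Assay system: Human clot-derived fibrin DD(E) complex | Buffer or medium: Tris/NaCl/CaCl2 buffer, pH 7.8 | Repeats: One replicate per compound | Benchmarks: Aha-Tn7 high control | Measure: % inhibition scaled between sample-field median and high-control FP | Schedule: 10 min plus 3 h, room temperature | Signal: Fluorescence polarization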
proKLK7 act: activates the human kallikrein-7 zymogen; 0.9% of 370,000 active; P49862; purified proKLK7, EDANS-DABCYL substrate fluorescence; 100% is mature enzyme control, 0% vehicle; activation, % at 7 µM;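 active = activation above the mean of all tested compounds plus 3 SD, computed per campaign excluding outliers beyond control limits, cut at about 13% in these data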
ASAP1 inh: inhibitors of human ASAP1 ArfGAP activity. inhibition, % at 16.5 µM. AID 624377. 0.19% of 360,000 active. ASAP1-stimulated ARF1 GTP hydrolysis, GDP FP detection; in the data active = inhibition above about 25%;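 note: 0% = vehicle with enzyme and substrate and 100% = no enzyme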
UHRF1 MBD2 ctr: UHRF1 methyl-DNA binding inhibition | Q96T88 | UHRF1 binding to methylated oligo, TR-FRET | inhibition, % at 4.4 µM | 0.75% of 370,000 active; in the data active = inhibition above about 21%;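 note: UHRF1 SRA domain binding a hemimethylated CpG hairpin DNA probe; 0% = median of test compound wells and 100% = reference inhibitor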
PLCb3 inh: PLC-beta3 (human) inhibition, primary screen. Q01970. Purified PLC-beta3, fluorogenic substrate, fluorescence. inhibition, % at 12.2 µM. 0.18% of 370,000 active; in the data active = inhibition above about 11%;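 note: 0% = median of compound wells on plate and 100% = full blocker control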
An asterisk follows results filed as active; i = inactive; · = no result given.

Value order – ARFGAP1 inh	DDE Tn7 FP inh	PLCb3 inh	MBD2 DNA inh	PLCg1 inh	ASAP1 inh	ADAM17 inh	UHRF1 MBD2 ctr	DDE Tn6 FP inh	proKLK7 act
CCOc1ccc(NC(=S)NC(=O)/C=C/c2ccc(OC)c(OC)c2)c([N+](=O)[O-])c1
    -17	-1	-7	5	-7	35*	-4	6	7	0.8
O=C(CN1CCN(c2ccccc2F)CC1)c1ccc2c(c1)OCO2
    2	-7	0	-8	3	0	2	-2	0	-0.6
Cc1nnc(SC(C)C(=O)NC2CCCCC2)[nH]c1=O (configuration not stated)
    -15	5	-3	-2	0	2	0	-2	5	0.4
COC(=O)c1ccc(N=CC2=C(O)CC(c3ccccc3)CC2=O)cc1 (configuration not stated)
    -9	-5	-11	1	-2	-6	-2	-1	7	0.3
O=C(O)c1cc(S(=O)(=O)N(Cc2ccccc2)c2ccc(Cl)cc2)ccc1Cl
    3	-1	-5	-1	-2	-4	0	0	6	0.1
O=c1c(Cl)c(N2CCN(S(=O)(=O)c3ccccc3)CC2)cnn1-c1ccccc1
    4	2	4	-3	0	7	-2	-2	-1	0.1
CCN(CC)S(=O)(=O)c1ccc(N=NC2=C(O)CC(C)(C)CC2=O)cc1
    0	2	6	-9	8	-1	4	1	-10	-0.1
C[C@H]1COc2cc(N3CCSCC3)ccc2S(=O)(=O)N1C
    ·	-1	-2	9	0	·	-7	5	0	-0.8
CCC(=O)NCc1ccc2[nH]c(C)cc2c1
    -1	6	-3	1	-4	-13	-1	-2	1	2.0
COCCCNc1oc(-c2cccs2)nc1S(=O)(=O)c1ccc(C)cc1
    1	-2	-24	-4	-14	15	-3	1	-4	0.4
Cc1csc(Nc2ccc(Cl)cc2)n1
    -1	1	-4	-1	4	3	2	-1	8	-0.1
COc1ccc(CNc2ccc3c(c2)CCC3)cc1Br
    -9	-2	-25	-4	-14	6	-4	3	0	-0.2
FC(F)(F)c1cccc(NC(=S)N2CCN(c3cccc(C(F)(F)F)c3)CC2)c1
    9	4	4	-4	2	-2	2	-2	4	0.2
Cc1cccc(Nc2nc(OCC#N)nc(N(C)C)n2)c1
    2	-4	-9	1	0	7	-3	1	0	-0.2
Cc1ccc(NS(=O)(=O)c2cccc(C(=O)NC3CC3)c2)c(C)c1
    -9	8	-3	-3	-6	0	0	5	-1	0.6
Cc1ccc(C(=O)NNc2ncnc3ccccc23)cc1
    -1	2	-17	-11	-12	6	1	-5	2	0.8
Cc1ccc(C(=O)N2CCN(S(=O)(=O)N3CCCCC3)CC2)cc1
    -7	2	-8	-1	2	-14	-6	0	2	-0.2
CSCC[C@H](NC(=O)Nc1ccc(C)cc1)C(=O)O
    4	2	-4	0	0	-15	-3	6	-4	-0.2
Cc1ccc(S(=O)(=O)NCCCC(=O)O)cc1
    -14	3	-1	0	4	6	2	-1	-10	0.6
CCCOC(=O)c1ccc(NC(=O)COC(=O)C2CCN(c3ccc(C(F)(F)F)cn3)CC2)cc1
    12	6	-3	-3	3	3	8	-1	-2	-2.4
COc1ccc(NC(=O)CN(c2ccc(Cl)cc2)S(C)(=O)=O)cc1OC
    3	-2	-5	4	4	2	1	-3	2	-0.6
CCCCCN=C(C)c1c(O)c2ccccc2oc1=O
    -1	1	5	-1	2	-4	-3	0	-4	-0.5
CCOc1ccc2nc(NC3=NC(c4ccc(OC)cc4)CC(=O)N3)nc(C)c2c1 (configuration not stated)
    15	-5	-62	-5	-42	-6	-62	-4	5	-0.1
COC(=O)[C@H]1C[C@]2(C(/C=C(\C)CCC=C(C)C)S(=O)(=O)c3ccccc3)c3ccccc3N[C@H]2N1 (some centres not stated)
    ·	3	1	1	-1	·	-3	3	3	·
CC(=O)Nc1cc(-c2ccccc2F)cn2c(-c3ccccc3)cnc12
    -4	7	-41	-4	-36	-11	-14	0	-2	-2.1
COc1ccc(CNC(=O)C/C(C)=N/NC(=O)COc2ccc(C)cc2Br)cc1
    7	0	-7	-1	1	-17	-2	-1	5	0.4
Cn1c(=O)c2ncn(CC(=O)Nc3cc(C(F)(F)F)ccc3N3CCOCC3)c2n(C)c1=O
    -4	-12	3	-1	0	3	-3	-3	-1	-0.6
CCOc1ccc(C2NC(=O)Cc3cc(OC)c(OC)cc32)cc1 (configuration not stated)
    9	0	-1	-2	-2	-8	1	-1	0	0.4
O=C(CSc1n[nH]c(-c2ccccc2)n1)NCc1cccc(C(=O)O)c1
    9	-5	4	1	3	0	1	2	-5	0.6
COc1ccccc1NC(=O)Cc1noc(CSc2nnc(N)s2)n1
    -1	5	-4	2	-7	11	-1	-2	-5	0.4
Cn1c(=O)c2c(O)c(Cc3ccccc3)c(=O)n(C)c2n(C)c1=O
    15	-3	-3	1	3	4	4	2	-9	0.0
COc1ccc(OC)c(NC(=O)Nc2nc(CN)cs2)c1
    0	4	0	0	0	-5	-8	1	-1	-1.1
Cc1ccnc(NC(=O)CNC(=O)c2ccc(Br)o2)c1
    7	3	-4	0	0	-7	-2	0	0	-0.9
CNc1c([N+](=O)[O-])cnn1-c1ccc(C)cc1
    13	-1	3	-2	0	-4	-2	1	6	0.1
Cc1onc(-c2ccccc2)c1C(=O)OCC(=O)Nc1cccc(Cl)c1
    -2	7	-5	4	0	5	8	10	3	0.6
C=C1c2cc(OC)ccc2NC(=O)N1CC
    9	3	-52	6	-41	-5	-102	1	-7	0.1
CC1(C)C2CCC1(CS(=O)(=O)Nc1ccccc1)C(=O)C2 (configuration not stated)
    -6	0	2	1	0	-11	0	-2	-8	0.6
O=C(Nc1cc(Cl)ccc1O)c1cc2n(n1)C(C(F)(F)F)CC(c1ccc3c(c1)OCO3)N2 (configuration not stated)
    5	2	-21	8	-18	18	8	4	-6	-0.4
Cc1ccc(CNC(=O)C(C)C2Sc3ccccc3NC2=O)cc1 (configuration not stated)
    4	-1	-7	5	0	10	-1	-4	-10	0.0
Cn1c(=O)[nH]c(=O)c2c1nc(Br)n2CC(O)c1ccccc1 (configuration not stated)
    14	-3	3	-3	7	-8	2	-1	3	0.3
COC(=O)c1cc(OC)c(OC)cc1NC(=O)Cc1cccs1
    4	-4	-13	4	-3	3	-6	-1	8	0.0
CCOC(=O)C1=C(COC(=O)CC(C)c2ccccc2)NC(=O)NC1C (configuration not stated)
    -6	4	-4	-6	6	15	-6	-3	-12	0.1
CCCc1nc(SCC(=O)N2CCN(c3ccccc3)CC2)c2c(=O)n(C)c(=O)n(C)c2n1
    -19	3	3	6	3	-8	0	2	6	-0.1
CCOC(=O)Cc1c(C)c2c(O)cc(O)cc2oc1=O
    4	1	i	0	i	-6	i	1	-2	76*
COc1cc(CN2CCN(CCc3ccccc3)C(CCO)C2)cc(OC)c1 (configuration not stated)
    -10	-2	-8	3	-1	1	-4	0	4	0.6

As a working copy, 7 of the compounds above:
Value order – ARFGAP1 inh	DDE Tn7 FP inh	PLCb3 inh	MBD2 DNA inh	PLCg1 inh	ASAP1 inh	ADAM17 inh	UHRF1 MBD2 ctr	DDE Tn6 FP inh	proKLK7 act
Cn1c(=O)c2c(O)c(Cc3ccccc3)c(=O)n(C)c2n(C)c1=O
    15	-3	-3	1	3	4	4	2	-9	0.0
COc1ccc(OC)c(NC(=O)Nc2nc(CN)cs2)c1
    0	4	0	0	0	-5	-8	1	-1	-1.1
Cc1ccnc(NC(=O)CNC(=O)c2ccc(Br)o2)c1
    7	3	-4	0	0	-7	-2	0	0	-0.9
CNc1c([N+](=O)[O-])cnn1-c1ccc(C)cc1
    13	-1	3	-2	0	-4	-2	1	6	0.1
Cc1onc(-c2ccccc2)c1C(=O)OCC(=O)Nc1cccc(Cl)c1
    -2	7	-5	4	0	5	8	10	3	0.6
C=C1c2cc(OC)ccc2NC(=O)N1CC
    9	3	-52	6	-41	-5	-102	1	-7	0.1
CC1(C)C2CCC1(CS(=O)(=O)Nc1ccccc1)C(=O)C2 (configuration not stated)
    -6	0	2	1	0	-11	0	-2	-8	0.6

Later entries:
Value order – ARFGAP1 inh	DDE Tn7 FP inh	PLCb3 inh	MBD2 DNA inh	PLCg1 inh	ASAP1 inh	ADAM17 inh	UHRF1 MBD2 ctr	DDE Tn6 FP inh	proKLK7 act
CCN1CCN(C(=O)c2ccc(OC3CCN(CCc4ccccc4)CC3)cc2)[C@@H](C)C1=O
    3	-1	-6	-6	2	3	-6	-2	3	0.2
Cc1sc2ncnc(N3CCC(C(=O)Nc4cc(Cl)ccc4Cl)CC3)c2c1C
    1	10	-11	0	-9	8	-1	-1	-5	1.8
CCCn1nnnc1NCc1ccc(OC)cc1OC
    9	5	0	4	0	-8	-5	-1	5	0.1
COc1ccc(S(=O)(=O)N2CCN(c3ccccc3)CC2)cc1C(=O)N1CCCC1
    3	-4	-3	0	1	9	7	1	-12	-0.3
CCCNC(=S)N1CCN(Cc2ccc3c(c2)OCO3)CC1
    7	7	0	-5	3	-1	-1	1	0	-0.3
O=C(NCC(c1cccs1)N1CCc2ccccc21)c1ccccc1 (configuration not stated)
    14	8	1	3	1	1	0	0	-3	0.6

Assay outcomes: PubChem, The Scripps Research Institute Molecular Screening Center
